# rad50 – NCI yeast anticancer drug screen, S. cerevisiae rad50 strain. hit rate 10% among 79,000. % growth inhibition at 50 µM;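 further: 0% = growth of vehicle-only cultures of the same strain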
#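 Readout: growth inhibition relative to vehicle-treated cultures. Compound exposure was carried out in a genetically defined yeast strain deficient in DNA damage repair.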
# bub3 – NCI yeast anticancer drug screen, S. cerevisiae bub3 mutant strain. % growth inhibition at 50 µM. hit rate 9.9% among 78,000;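 further: 0% = growth of vehicle-only cultures of the same strain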
#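 Mutant yeast screening strain plus compound; vehicle-treated cultures serve as the 0% inhibition reference.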
# mlh1 rad18 – NCI yeast anticancer drug screen, S. cerevisiae mlh1 rad18 strain; % growth inhibition at 50 µM; AID 175, 2004; hit rate 11% among 79,000;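 further: 0% = growth of vehicle-only cultures of the same strain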
#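 Inhibition values reflect reduced growth of mutant yeast versus vehicle-treated controls following compound exposure; the mutations affect DNA damage repair.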
# yeast cln2 rad14 – NCI yeast anticancer drug screen, S. cerevisiae cln2 rad14 strain. % growth inhibition at 50 µM. hit rate 8.3% among 78,000. AID 165, 2004;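 further: 0% = growth of vehicle-only cultures of the same strain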
#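 Yeast carrying cln2 and rad14 alterations (cell cycle control and DNA damage repair) were exposed to compounds. Growth inhibition was measured against vehicle-treated controls.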
# yeast sgs1 mgt1 – NCI yeast anticancer drug screen, S. cerevisiae sgs1 mgt1 strain | growth inhibition, % at 50 µM | hit rate 10% among 78,000;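 further: 0% = growth of vehicle-only cultures of the same strain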
#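 Inhibition of yeast growth, normalised to vehicle-treated controls, is reported for a strain bearing genetic alterations in DNA damage repair.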
# yeast mec2-1 – NCI yeast anticancer drug screen, S. cerevisiae mec2-1 strain | growth inhibition, % at 50 µM | hit rate 9% among 79,000;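 further: 0% = growth of vehicle-only cultures of the same strain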
#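 Mutant yeast (mec2-1) grown with compound; growth inhibition relative to vehicle control reported.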
# Numbers without * were called inactive; nt = no result given. No stated cut-off is given here; in the data, active means growth inhibition above about 70%; inactive means the rest.
SMILES,rad50,bub3,mlh1 rad18,yeast cln2 rad14,yeast sgs1 mgt1,yeast mec2-1
O=C(c1cccc([N+](=O)[O-])c1)N1CCOCC1,-3,4,14,-36,1,-10
COc1cc2c3c(cccc3c1)C(=O)N(CCN(C)C)C2=O,72*,-34,-50,-6,-13,-5
CCSC1=CC(=O)c2nc3ccccc3c3ccnc1c23,30,26,21,13,18,-14
N#CC1=C(C#N)/C(=C(\C#N)C(C#N)C#N)N=C1N,45,41,35,7,55,18
CC(=O)C(/C=N\C(N)=S)=C(\C)O,12,16,9,29,17,8
C=C(C)COc1c(C)c(C)c(OCC(C)C)c(C)c1C,-4,3,-11,-9,-1,10
COc1ccc(C(=O)/C=C\c2ccc(Cl)c(Cl)c2)cc1,70,75*,64,58,71*,60
CCN(CC)c1cccc2ccccc12,-16,0,-19,13,-14,18
CCSC(SCC)=C1C(=O)N(c2ccccc2)N=C1C,-7,9,3,16,-4,-19
COc1nc2c(ccn2C2OCC(OC(C)=O)C(OC(C)=O)C2OC(C)=O)c(=O)n1C (centres undefined),0,-1,18,8,-8,1
O=C(CC1(O)C(=O)Nc2c(Cl)cccc21)c1ccc(Cl)cc1 (centres undefined),19,19,28,19,34,21
Cc1c(-c2nc(N)nc(C3CC3)c2C)nc(N)nc1C1CC1,5,-27,-7,-12,-13,-9
COc1cc(C)c2c([N+](=O)[O-])cc([N+](=O)[O-])c(OC)c2n1,12,-10,7,4,4,18
CSC(C1c2ccccc2N(C)c2[nH]c(=O)n(C)c(=O)c21)S(=O)(=O)c1ccc(C)cc1 (centres undefined),-4,4,-10,5,-1,-4
CCN(CC)CCCO,28,-5,20,-9,-8,-12

# An excerpt from above with just bub3 and mlh1 rad18:
SMILES,bub3,mlh1 rad18
CCSC(SCC)=C1C(=O)N(c2ccccc2)N=C1C,9,3
N#CC1=C(C#N)/C(=C(\C#N)C(C#N)C#N)N=C1N,41,35
O=C(c1cccc([N+](=O)[O-])c1)N1CCOCC1,4,14
Cc1c(-c2nc(N)nc(C3CC3)c2C)nc(N)nc1C1CC1,-27,-7

# Fetched by compound from the entries so far (2):
SMILES,rad50,bub3,mlh1 rad18,yeast cln2 rad14,yeast sgs1 mgt1,yeast mec2-1
CCN(CC)CCCO,28,-5,20,-9,-8,-12
COc1nc2c(ccn2C2OCC(OC(C)=O)C(OC(C)=O)C2OC(C)=O)c(=O)n1C (centres undefined),0,-1,18,8,-8,1

# Other compounds:
SMILES,rad50,bub3,mlh1 rad18,yeast cln2 rad14,yeast sgs1 mgt1,yeast mec2-1
CCCCCCCCCCCCNC(N)=O,1,-5,-13,0,-16,-7
O=C1N[C@H](Cc2cnc[nH]2)C(=O)N2CCC[C@@H]12,15,10,24,16,9,-4
CN(C)c1ccc(/C=C/C(=O)c2ccc(O)cc2)cc1,35,17,26,7,23,22
Cc1ccccc1C(c1ccccc1)C(CO)CO (centres undefined),-1,-5,-17,-64,3,0
C/C(O)=C(/N=Nc1ccccc1)C(=O)O,-10,11,-17,-10,-14,-4
CC(CC(=O)O)C(N)C(=O)O (centres undefined),3,-40,20,-20,-2,11
CCc1cc2c(Nc3ccccc3)c3c(nc2s1)CCCC3,-15,16,-33,12,-9,-26
O=C(Oc1ccc(I)cc1)C1=C(C(=O)Oc2ccc(I)cc2)CCC1,29,-14,-10,-6,30,-11
CC(=O)CCCCCCCCCCCCCC(C)=O,-18,6,-6,-11,-21,-5
CCOC(=O)N1C2CCC1C(C)C(=O)C2 (centres undefined),1,9,1,-36,-3,13
CCOC(=O)c1[nH]c(C)c(/C=N/O)c1C,23,10,15,14,7,-2
CC1(C)CC(=O)C(C(=O)C(=O)NC2=C(Cl)C(=O)c3ccccc3C2=O)C(=O)C1,-1,40,-2,-2,-1,4
O=C(/C=C/c1ccc(O)c(O)c1)OC1C[C@@](O)(C(=O)O)C[C@@H](O)[C@H]1OC(=O)/C=C/c1ccc(O)c(O)c1 (some centres undefined),18,-6,26,-3,21,-14
O=[N+]([O-])c1cc(CCl)ccc1CCl,99*,99*,99*,98*,98*,99*
COc1cc(C2c3cc4c(cc3C(OC(=O)C[n+]3ccccc3)C3COC(=O)C23)OCO4)cc(OC)c1OC (centres undefined),29,19,16,-5,2,-9
CCC(/C=C/c1ccccc1)=N\Nc1ccccc1,48,87*,74*,-12,34,79*
CSc1cccc(NC(=O)OC2CCCCCCCCCCC2)c1,16,-12,16,11,-15,-18
CC[C@@H](C(=O)[C@@H](C)[C@@H](O)[C@H](C)CCc1ccc(C)c(O)c1C(=O)O)[C@H]1O[C@](CC)([C@H]2CC[C@](O)(CC)[C@H](C)O2)C[C@@H]1C,90*,89*,89*,88*,91*,92*
Cc1cc(C)c(C#N)c(SC(C(=O)NC(C)(C)C)c2ccccc2)n1 (centres undefined),2,-8,-14,18,9,-17
C=C(C)CN(CC(=C)C)C(=O)c1ccccc1,-2,17,7,19,18,-16
O=C(O)c1cccc(C(=O)c2ccccc2)c1,6,-12,1,4,20,6
COc1cccc(/C=C\C(=O)/C=C/C=C/c2ccccc2)c1,34,-18,20,-99,5,-34
O=[N+]([O-])c1ccc(=S)[nH]c1,99*,99*,93*,38,98*,99*
O=C(O)CCNC(=O)CNC(=O)OCc1ccccc1,4,0,-10,6,-3,11
O=C(N/C(=C\c1cc(Cl)ccc1Cl)c1nc2ccccc2[nH]1)c1ccccc1,50,44,42,25,32,9
OCCOc1c(Cl)c(C(Cl)(Cl)Cl)nc2ccccc12,84*,94*,94*,46,91*,95*
COc1ccc(-c2cc(=O)c3ccc4ccccc4c3o2)cc1OC,-3,nt,44,nt,nt,-15
CN(C)c1ccc(/C=C(\C#N)C(=O)c2ccccc2)cc1,-10,7,23,-7,9,8
Cn1nnnc1-c1ccccc1,-1,-12,-13,11,-4,-11
CCC(C(N)=O)(C(C)C)C(C)C,-13,1,7,7,3,15
COc1ccc(C(=O)/C=C/c2ccc(OCC(=O)N3CCN(c4ccccc4)CC3)cc2)cc1OC,-24,-15,7,-1,-13,-15
O=C(O/N=C(\c1ccccc1)c1cccs1)N(c1ccccc1)c1ccccc1,-15,-2,-29,-14,-19,-8
COc1ccc(C2OC3=C(Nc4cc(C)c(C)cc4N3)C2=O)cc1 (centres undefined),11,-22,14,-1,2,-8
COc1ccc(NC(=O)Nc2ccccc2OC)cc1,-6,-1,-16,-26,8,17
CCCCN(CCCC)CCSc1ccc(Cl)cc1,87*,94*,88*,79*,82*,95*
CCN(CC)CC(C)C(O)(Cc1ccccc1)c1ccc(Cl)cc1 (centres undefined),21,10,17,33,28,18
CCCCCCOC(=O)Nc1ccc(S(=O)(=O)CC)cc1,-4,4,-8,-20,-13,-16
O=C1c2ccccc2C(=O)N1Cc1ccccc1-c1c2nc(c(-c3ccccc3CN3C(=O)c4ccccc4C3=O)c3ccc([nH]3)c(-c3ccccc3CN3C(=O)c4ccccc4C3=O)c3nc(c(-c4ccccc4CN4C(=O)c5ccccc5C4=O)c4ccc1[nH]4)C=C3)C=C2,12,14,-14,-3,-1,-2
COc1cc2c3c(c1)/C(=N\NC(N)=S)CCN3CCC2,-13,24,0,43,4,14
O=C1OC(=O)c2cc([N+](=O)[O-])cc3cccc1c23,23,47,77*,37,29,36
CCOC(=O)c1ccc(-c2ccccc2)cc1,-44,-12,-15,-7,-15,-29
COc1cc(C(C)=O)ccc1OS(C)(=O)=O,-7,-14,-4,-23,-5,-3
COc1ccccc1C(O)C(C)(C)C (centres undefined),51,8,29,9,8,2
C=CCOCn1ccc(NC(=O)c2ccccc2)nc1=O,-58,-8,-22,-3,-37,-57
CCN(CC)CCC1(C(N)=O)Cc2ccccc2N(CC)c2ccccc21 (centres undefined),14,6,2,-3,9,11
Cc1c(OCCCOc2ccc3c(=O)cc(-c4ccccc4)oc3c2C)ccc2c(=O)cc(-c3ccccc3)oc12,-36,-40,-32,32,-14,-18
CC(=O)NC(CCC(=O)O)C(=O)O (centres undefined),-1,-20,-2,-6,-7,-15
COc1cc(/C=N/NC(=O)C(=O)N/N=C/c2cc(OC)c(OC)c(OC)c2)cc(OC)c1OC,-20,-20,-21,4,-25,-34
CC(=O)Nc1ccc(C)cc1Br,12,6,-18,-11,-10,23
O=C(NC(Cc1ccccc1)C(=O)O)Oc1ccc2ccccc2c1 (centres undefined),3,-5,-5,-1,6,8
CC(C)=C1C2CCC1C(CO)C2CO (centres undefined),5,-2,-16,-102,-14,-8
CC(N=c1ccccn1O)C(O)c1ccccc1 (centres undefined),-1,13,-11,-37,-6,-15
Cc1cccc(N2CCN(C(=O)/C(=C/c3ccccc3)NC(=O)c3ccccc3)CC2)c1,12,10,26,-12,-13,3
Cc1ccc(N)nc1,-10,3,-18,-10,-10,-17
COc1ccc(CC2c3cc(OC)c(OC)cc3CCN2C(=O)c2ccccc2)cc1OC (centres undefined),10,11,1,16,10,-19
NC(=O)CNC(=O)C1CC(O)CN1C(=O)C1CCCN1C(=O)OCc1ccccc1 (centres undefined),-4,9,2,4,2,1
Cc1nc2c([N+](=O)[O-])c(N3CCCCC3)c([N+](=O)[O-])cc2[nH]1,99*,99*,99*,98*,99*,99*
O=[N+]([O-])c1ccc(C(=Nc2ccccc2)Nc2ccccc2)cc1,2,-31,2,4,-20,-13
O=C(NNC(=O)c1ccc2ccccc2c1)c1ccc(F)cc1,4,10,10,3,4,1
COc1cc(C[P+](c2ccccc2)(c2ccccc2)c2ccccc2)cc(OC)c1OC,54,48,56,-1,54,55
O=C1CSC(c2ccccc2)N1c1ccc(-c2ccc(-n3c(-c4ccccc4)nc4ccccc4c3=O)cc2)cc1 (centres undefined),57,82*,83*,36,91*,31
CCS/C(SC)=C(/c1ccccc1)[P+](c1ccccc1)(c1ccccc1)c1ccccc1,91*,91*,92*,92*,92*,94*
O=C1CN(c2ccccc2)C(=O)CN1CCN1CC(=O)N(c2ccccc2)CC1=O,-34,-32,-9,-2,-4,15

# Gathered by group: those above with a cyano group (three)
SMILES,rad50,bub3,mlh1 rad18,yeast cln2 rad14,yeast sgs1 mgt1,yeast mec2-1
N#CC1=C(C#N)/C(=C(\C#N)C(C#N)C#N)N=C1N,45,41,35,7,55,18
Cc1cc(C)c(C#N)c(SC(C(=O)NC(C)(C)C)c2ccccc2)n1 (centres undefined),2,-8,-14,18,9,-17
CN(C)c1ccc(/C=C(\C#N)C(=O)c2ccccc2)cc1,-10,7,23,-7,9,8

# Six compounds out of the list, sorted by SMILES length, lowest first.
SMILES,rad50,bub3,mlh1 rad18,yeast cln2 rad14,yeast sgs1 mgt1,yeast mec2-1
CC(=O)Nc1ccc(C)cc1Br,12,6,-18,-11,-10,23
CC(C)=C1C2CCC1C(CO)C2CO (centres undefined),5,-2,-16,-102,-14,-8
O=C(NC(Cc1ccccc1)C(=O)O)Oc1ccc2ccccc2c1 (centres undefined),3,-5,-5,-1,6,8
COc1ccc(CC2c3cc(OC)c(OC)cc3CCN2C(=O)c2ccccc2)cc1OC (centres undefined),10,11,1,16,10,-19
Cc1cccc(N2CCN(C(=O)/C(=C/c3ccccc3)NC(=O)c3ccccc3)CC2)c1,12,10,26,-12,-13,3
O=C1CSC(c2ccccc2)N1c1ccc(-c2ccc(-n3c(-c4ccccc4)nc4ccccc4c3=O)cc2)cc1 (centres undefined),57,82*,83*,36,91*,31

# Compound activity as filed in PubChem.

# An unsorted share of the library; any-hit rate near 14%.
